# KDM5B inh = KDM5B demethylase inhibition | KDM5B demethylase, FDH-coupled NADH fluorescence (FDH is formaldehyde dehydrogenase) | Potency, µM (titrated, usually from 57.7 µM), for inactives: top-dose activity change, negative = inhibition, usual class: inhibitors | 220,000 tested, 2.6% active; active = well fitted inhibition curve with a large enough effect; inconclusive = small, poorly fitted or top-dose-only effect; inactive = no such curve, though single readings can be large or run the other way; also: 0% is about no effect; nearly all actives have a fitted effect of over 70% in size
# Target sequence (Q9UGL1 whole entry, looked up): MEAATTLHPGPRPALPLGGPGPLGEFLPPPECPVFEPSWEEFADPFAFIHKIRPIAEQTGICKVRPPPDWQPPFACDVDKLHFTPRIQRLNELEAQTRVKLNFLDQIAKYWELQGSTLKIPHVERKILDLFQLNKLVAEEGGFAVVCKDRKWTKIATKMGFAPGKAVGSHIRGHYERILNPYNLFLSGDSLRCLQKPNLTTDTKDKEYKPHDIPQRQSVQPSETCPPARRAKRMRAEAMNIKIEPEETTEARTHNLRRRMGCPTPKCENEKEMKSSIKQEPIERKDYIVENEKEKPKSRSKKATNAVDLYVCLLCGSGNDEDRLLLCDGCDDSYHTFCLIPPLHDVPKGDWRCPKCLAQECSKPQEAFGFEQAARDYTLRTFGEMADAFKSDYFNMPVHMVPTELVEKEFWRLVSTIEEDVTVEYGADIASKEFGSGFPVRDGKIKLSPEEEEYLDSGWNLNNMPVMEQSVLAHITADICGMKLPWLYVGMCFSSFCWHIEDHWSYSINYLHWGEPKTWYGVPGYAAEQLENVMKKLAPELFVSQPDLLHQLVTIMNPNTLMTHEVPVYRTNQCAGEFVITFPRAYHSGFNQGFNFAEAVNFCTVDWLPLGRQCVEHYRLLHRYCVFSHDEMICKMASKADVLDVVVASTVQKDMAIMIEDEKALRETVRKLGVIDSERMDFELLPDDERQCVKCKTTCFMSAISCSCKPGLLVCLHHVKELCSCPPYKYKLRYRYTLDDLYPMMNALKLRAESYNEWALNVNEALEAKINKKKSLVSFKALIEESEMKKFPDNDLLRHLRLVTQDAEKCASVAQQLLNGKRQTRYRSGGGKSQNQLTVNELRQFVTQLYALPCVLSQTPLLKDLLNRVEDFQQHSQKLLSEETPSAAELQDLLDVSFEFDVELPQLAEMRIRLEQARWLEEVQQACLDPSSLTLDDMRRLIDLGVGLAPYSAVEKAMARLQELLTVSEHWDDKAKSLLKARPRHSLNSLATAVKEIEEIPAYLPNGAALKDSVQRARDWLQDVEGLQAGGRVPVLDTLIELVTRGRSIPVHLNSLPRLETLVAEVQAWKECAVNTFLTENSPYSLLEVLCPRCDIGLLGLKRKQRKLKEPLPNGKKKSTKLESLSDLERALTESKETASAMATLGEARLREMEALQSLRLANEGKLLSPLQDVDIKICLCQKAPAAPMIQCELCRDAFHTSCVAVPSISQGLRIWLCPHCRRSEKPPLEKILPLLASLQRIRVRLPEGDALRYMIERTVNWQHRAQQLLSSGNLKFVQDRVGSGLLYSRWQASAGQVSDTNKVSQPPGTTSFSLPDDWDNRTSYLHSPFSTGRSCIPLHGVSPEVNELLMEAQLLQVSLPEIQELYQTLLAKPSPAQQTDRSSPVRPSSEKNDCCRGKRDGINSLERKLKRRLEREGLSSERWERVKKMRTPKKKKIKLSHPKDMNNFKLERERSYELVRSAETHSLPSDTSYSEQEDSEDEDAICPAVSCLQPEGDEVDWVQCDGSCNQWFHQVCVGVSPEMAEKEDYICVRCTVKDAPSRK
#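 qHTS format, multiple compound concentrations. Buffer 50 mM HEPES pH 7.5/0.01% Tween-20; 200 nM KDM5BΔAP final; 10 min compound preincubation; substrate-mix levels 12.5 µM peptide, 25 µM α-KG, 0.25 mM NAD⁺; 30 min RT; ΔRFU.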
# Starred values were filed as active, the others as inactive; i = inactive; ? = inconclusive; & = joins results of further samples; [ ] = remark or other dose. Potency is read from the fitted curve at half-maximal effect. Not all compounds are listed; the hit share may differ from the screen's.
SMILES,KDM5B inh
CCN(CC)C(=O)C[C@@H]1CCNC[C@@H]1Cc1cc(-c2ccccn2)on1,-11%[86.2 µM]
COc1cccc(C(=O)N2CCC(N3C[C@H](O)C[C@H]3C(=O)NCc3cc(F)ccc3F)CC2)c1,-21%
NCCO[C@H]1C[C@@H](O)C12CCN(S(=O)(=O)c1ccc(F)cc1)CC2,-10%
Cc1oc(-c2cccs2)nc1CSc1nnc(C2CC2)n1C1CC1,?
COC(=O)[C@H](Cc1ccc(OC)cc1)NC(=O)[C@@H]1CNCCN1S(=O)(=O)c1ccccc1,24%
Oc1ccc2c(c1)Oc1ncn3nc(COc4ccccc4)nc3c1C2c1cccnc1 (stereo not drawn),-4%
COc1cc2ccccc2cc1C(=O)Nc1ccc2oc(-c3ccc(F)cc3)nc2c1,-66%
COc1cc(C2=NOC(C(=O)N3CCN(c4ccccc4)CC3)C2)cc(OC)c1OC (stereo not drawn),2%
COc1ccc(C)cc1NC(=O)CSc1ccc(-c2ccco2)nn1,?
COc1ccc(NC(=O)CCCc2nnc3n(CCC(C)C)c(=O)c4sccc4n23)cc1Cl,?
CCCc1nc(NCc2ccncc2)c(C#N)c2c1CCCC2,-15%
O=C(O)c1cncnc1/C=C/c1ccc2ccccc2c1,?
CCCn1c(=O)c2sc(N3CCCC3)nc2n(CC(=O)Nc2ccccc2OCC)c1=O,15%
CCC(=O)NCCc1nc2cc(NC(=O)Nc3ccccc3)ccc2n1C,44%
COc1ccc(C(=O)N2CCN(c3cc(-c4ccccc4)[nH]n3)CC2)c(OC)c1,-16%
CCCn1c(=O)c2c(nc3n2CCN3c2ccc(C)cc2)n(C)c1=O,-16%
COc1ccc(-c2nnc([C@H]3CCN(S(=O)(=O)Cc4ccccc4)C3)o2)cc1,-9%[86.2 µM]
Cc1c(C(=O)NCc2ccco2)oc2c1/C(=N/O)CCC2,?
COc1ccc(OCc2cc(C(=O)N3CCCC(O)C3)no2)c2ccccc12 (stereo not drawn),?
O=C(O)/C=C/C(=O)NCCc1ccc(Cl)cc1,-14%
Cc1cccc(N(C)C(=O)Cn2c(N3CCc4ccccc4C3)nc(C)cc2=O)c1,?
COc1cc(-c2nc3nc[nH]n3c2Nc2ccc(C(C)C)cc2)ccc1O,?
CCN(CC)[C@H]1[C@@H]2OC[C@@H](O2)[C@@H](NCc2ccc(OC(F)(F)F)cc2)[C@@H]1O,-18%[86.2 µM]
Cc1ccc(-c2nc(N3CCCC(C)C3)c3ccccc3n2)cc1 (stereo not drawn),?
CC(C)(Oc1nn(CC2CCOCC2)c2ccccc12)C(=O)NCc1ccccc1,?
CN(C)c1ccc(-c2ccnc(N[C@H]3CO[C@H]4[C@@H]3OC[C@H]4OC(=O)Nc3cccc(C#N)c3)n2)cc1,i
CCOC(=O)C1CCN(C(=O)Cc2ccc(N(Cc3cccc(F)c3)C(=O)c3ccco3)cc2)CC1,?
O=C(NCCc1ccc(Cl)cc1)c1cccn1-c1nnc(N2CCCC2)s1,?
Cc1nc2n(n1)C(C(=O)Nc1ccccc1)CC(=O)N2 (stereo not drawn),11%
O=C1NC2(CCN(Cc3ccsc3)CC2)Oc2ccccc21,-8%[86.2 µM]
O=C1CC(c2nc(-c3ccc(Cl)cc3)no2)CN1c1ccc2c(c1)OCCO2 (stereo not drawn),-44%
CC(=O)c1nn(-c2cccc(C)c2)cc1C(=O)c1cccc(Br)c1,20%
COc1ccc2[nH]c(C(=O)N3C[C@@H](CO)[C@H](c4ccncc4)C3)cc2c1,32µM*
CS(=O)(=O)N1CCC(OC2CCN(C(=O)NCCc3ccccc3)CC2)CC1,17%
CONC(=O)C(C)NC(=O)/C=C/c1ccccc1 (stereo not drawn),20%
COc1ccccc1-c1ccnc(N[C@H]2CO[C@H]3[C@@H]2OC[C@@H]3NS(=O)(=O)c2cccc3cccnc23)n1,?
CC(C)(C)C(=O)/C=c1/[nH]c(=O)/c(=C/c2ccccc2C(F)(F)F)s1,15%
CCOc1ccccc1C(N)=S,-10%
CCOc1ccccc1NC(=O)Cn1c(N2CCOCC2)nc(COC)cc1=O,?
CCc1ccc2oc(-c3ccc(C)c(NC(=O)c4ccc(C#N)cc4F)c3)nc2c1,-5%
COC(=O)[C@@H]1Cc2ncn(Cc3ccc(OC)cc3)c2CN1S(=O)(=O)c1ccc(F)cc1,?
Cc1cccc(N2CCN(S(=O)(=O)c3c(C)nc4scc(C)n4c3=O)CC2)c1C,-29%&-2%&-15%
COc1ccc(Cc2ncc3c(n2)CN(C(=O)c2ccc(OC)c(O)c2)C3)cc1,4%
COc1ccc(OC)c(CCNC(=O)c2ccc(CS(=O)Cc3cccc(Cl)c3)o2)c1 (stereo not drawn),-22%
FC(F)(F)c1cc(-c2cccs2)nc2sc3ccccc3c12,-30%
COc1ccc(N(C)C(=O)c2oc(=O)c3ccccc3c2-c2ccc(C)cc2)c(OC)c1,-3%&-21%
CCc1ccc2oc(C(=O)NCC(c3cccs3)N3CCCCC3)cc(=O)c2c1 (stereo not drawn),1%
Cc1cnc(C(=O)N[C@@H]2CCC[C@@H]2C(=O)NCc2cccs2)cn1,-7%
Cc1ccc(-c2cc(N3CCCN(C(=O)c4ccccc4C)CC3)n[nH]2)cc1C,?
CCOC(=O)COc1ccc(CC)cc1C(=O)c1ccn2nc(-c3ccc(C)cc3)cc2n1,?

# Arranged by count of non-hydrogen atoms (ascending): part of the list above
SMILES,KDM5B inh
Cc1cccc(N2CCN(S(=O)(=O)c3c(C)nc4scc(C)n4c3=O)CC2)c1C,-29%&-2%&-15%
COc1ccc(OC)c(CCNC(=O)c2ccc(CS(=O)Cc3cccc(Cl)c3)o2)c1 (stereo not drawn),-22%
COc1ccc(N(C)C(=O)c2oc(=O)c3ccccc3c2-c2ccc(C)cc2)c(OC)c1,-3%&-21%

# Next section.
SMILES,KDM5B inh
CCc1c(C)sc(NC(=O)C2CCCC2)c1C#N,?
CCCCc1nn2c(=O)cc(CSCC(=O)Nc3ccccc3C)nc2s1,2%
O=c1oc2ccccc2c(O)c1Cc1cc(Cl)c2cccnc2c1O,?
Cc1noc(C2CC3(CCN(C(=O)Cn4c(=O)oc5ccccc54)CC3)CN2C)n1 (stereo not drawn),-2%
Cc1cc(C)cc(-c2nc(-c3ccc(Br)cc3)no2)c1,12%
Cc1ccc(C2Nc3ccccc3C(=O)N2CCN2CCNC2=O)cc1 (stereo not drawn),?
COc1cc(/C=C/c2nc(C#N)c(NCc3ccc4c(c3)OCO4)o2)cc(OC)c1OC,?
CCCC(=O)Nc1ccc(NC(=O)C2CC(=O)N(CC(C)C)C2)cc1OC (stereo not drawn),-20%
Cc1ccc(S(=O)(=O)C(CNC(=O)C(=O)NCCc2ccccc2)c2cccs2)cc1 (stereo not drawn),-5%
Cn1c(CN2CCOC[C@H]2c2ncc(-c3ccc(Cl)s3)[nH]2)nc2ccccc21,-7%[86.2 µM]
CCC1(CC)NC(=O)N(Cc2coc(-c3ccc(Cl)cc3)n2)C1=O,14%
COC(=O)C1CCCN1S(=O)(=O)c1ccc(F)cc1Cl (stereo not drawn),18%
Cc1noc([C@@H]2CN(Cc3ccc[nH]3)C[C@H]2CO)n1,?
COc1ccc2c(c1)c(C(=O)O)c(C)n2-c1ccc(I)cc1,29%
Cc1cccc(C(=O)N2CCC(Cc3nc(C(C)C)no3)CC2)c1,26%
COc1cc(C2N=C(N)Nc3nc4ccccc4n32)ccc1OCCC(C)C (stereo not drawn),-16%
CCn1cc(C(=O)NC2CCc3nnc(C4CC4)n3CC2)cn1 (stereo not drawn),9%
COc1ccc(CNC(=O)COC(=O)c2ccc[nH]2)cc1,-7%
CN(C)C(=S)NC(=O)C12CC3(C)CC(C)(CC(C)(C3)C1)C2,?
CCc1ccc(NC(=O)CN2CCN(C3CCCCC3)C(=O)C2=O)cc1,-2%

# The list goes on (five carried over from the part before).
SMILES,KDM5B inh
COc1cc(C2N=C(N)Nc3nc4ccccc4n32)ccc1OCCC(C)C (stereo not drawn),-16%
CCn1cc(C(=O)NC2CCc3nnc(C4CC4)n3CC2)cn1 (stereo not drawn),9%
COc1ccc(CNC(=O)COC(=O)c2ccc[nH]2)cc1,-7%
CN(C)C(=S)NC(=O)C12CC3(C)CC(C)(CC(C)(C3)C1)C2,?
CCc1ccc(NC(=O)CN2CCN(C3CCCCC3)C(=O)C2=O)cc1,-2%
COc1ccc(C(=O)NCC(C)NC(=O)c2ccc(OC)c(Br)c2)cc1Br (stereo not drawn),16%
CC(C)OCc1ccccc1CNS(=O)(=O)c1ccc(F)c(F)c1,11%
NCCC(=O)Nc1cc(F)ccc1F,19%
COc1ccc(C(=O)N2CC(Oc3ccc(F)cc3F)C2)cc1,9%[149 µM]
OC[C@@H]1CN(Cc2ccc3[nH]ccc3c2)C[C@H]1c1ccccn1,?
Cc1cc(C(=O)NNc2ccc(C)c(C)c2)no1,-2%
COC[C@@H]1[C@@H](NC(=O)Cc2nn(C)c(=O)c3ccccc23)[C@@H]2CCO[C@H]12,-13%
CC(C)CC(=O)N1CCC(N2CCN(C)CC2)CC1,?
CCN(CC)CCCN(C)C(=O)Cn1nc(Cc2ccncc2)c2ccccc2c1=O,21%
Cc1noc(C)c1CN1CCOC[C@H](O)C1,-31%[115 µM]
COc1cccc(S(=O)(=O)N2CCCC(c3nn[nH]n3)C2)c1 (stereo not drawn),-13%
Cc1ccc(CNc2nc(-c3ccco3)nn2C(=O)CC(C)C)cc1,15%
COc1ccccc1CN1CCCC(CN(CCN(C)C)C(=O)c2cc(C(C)C)no2)C1 (stereo not drawn),20%
COc1ccc(CN2CC3(C2)C(=O)N(Cc2ccc(C)o2)C(=O)[C@@H]2C[C@@H](O)CN23)cc1,?
CS(=O)(=O)N1CCC(C2CCN(C(=O)c3ccc(C#N)cc3)C2)CC1 (stereo not drawn),-4%
CCc1ccc(NC(=O)c2n[nH]c(=O)c3ccccc23)cc1,15%
Cc1ccc2[nH]c(=S)nc(-c3ccccc3)c2c1,-13%
COc1ccc(CN(Cc2nc3ccccc3c(=O)[nH]2)C(=O)c2ccco2)cc1,-7%
CCNS(=O)(=O)c1ccc(C)c(C(=O)Nc2cccc3c2CCCC3)c1,-11%
O=C(COc1ccc(Br)cc1Br)NNC(=O)c1cccs1,14%
CN1CCN(c2cc(=O)c3ccnc(-c4cccc(F)c4)c3o2)CC1,35µM*
c1cncc(Nc2c3ccccc3nc3ccccc23)c1,-22%
COc1cccc(-c2cnc3n[nH]c(-c4ccc5c(c4)OCO5)c3n2)c1,-28%[86.2 µM]
COCCN(CC1CCN(Cc2ccccc2F)CC1)C(=O)c1cc[nH]c1C,-32%
Cc1ccccc1CNC(=O)c1cc(-c2ccncc2)nc2ccccc12,1%
O=C(Nc1cccc2cccnc12)c1cccc2ccccc12,1%
Cc1ccc(Nc2cc(C)nc3c(-c4ccccc4)cnn23)cc1,?
O=C(Nc1ccc(NS(=O)(=O)c2ccc(F)cc2)cc1)c1cncn1-c1ccccc1,16%
O=C1NCCCCCCN(C(=O)NC2CCCCC2)[C@H]2CCCC[C@@H]12,-1%
O=C1CC(c2ccccc2)N(C(=O)Cc2cccnc2)CCCCCCN1 (stereo not drawn),-19%
Cc1cccc(-c2noc(-c3ccc(N4CCN(C)CC4)c([N+](=O)[O-])c3)n2)c1,-29%
COc1cc(/C=N/O)cc(I)c1OC,2%
CCc1nncn1C1CCN(S(=O)(=O)c2cccc(C)c2)CC1,5%
COCCNC(=O)c1c(NC(=O)Cc2coc3cc(C)ccc23)sc2c1CCCC2,?
CC1CCCN(C(=O)CCNC(=O)c2ccccc2Cl)C1 (stereo not drawn),-10%
Nc1nccnc1C(=O)NCC1(c2ccccc2)CCC1,?
Cc1cccc(CCNC(=O)Cn2ncc3c(=O)oc4ccccc4c32)c1,-15%
O=C(CCc1ccccc1)N1CCC(Oc2ncccc2C(=O)N2CCCCC2)C1 (stereo not drawn),-20%
CCc1ccc(-c2noc(Cn3nc(C)c(S(=O)(=O)N4CCc5ccccc54)c3C)n2)cc1,5%
COC(=O)[C@@H]1CN(C(=O)c2cccnc2)CCN1C(C)=O,-12%[115 µM]

# KDM5B inh, entries above that show a hit
SMILES,KDM5B inh
COc1ccc2[nH]c(C(=O)N3C[C@@H](CO)[C@H](c4ccncc4)C3)cc2c1,32µM*
CN1CCN(c2cc(=O)c3ccnc(-c4cccc(F)c4)c3o2)CC1,35µM*

# Given with tabs: part of the list above
SMILES	KDM5B inh
O=C(CCc1ccccc1)N1CCC(Oc2ncccc2C(=O)N2CCCCC2)C1 (stereo not drawn)	-20%
Cc1cccc(CCNC(=O)Cn2ncc3c(=O)oc4ccccc4c32)c1	-15%
Cc1cccc(-c2noc(-c3ccc(N4CCN(C)CC4)c([N+](=O)[O-])c3)n2)c1	-29%

# (list continues)
SMILES,KDM5B inh
Cc1ccc(-c2nc3ccc(Br)cc3c(=O)o2)cc1C,4%
O=C(Nc1cccc(Br)c1)Nc1nc2c(s1)CCCCCC2,-16%
O=C1NC2(CCN(CC3CC3)CC2)Oc2ccccc21,-16%[86.2 µM]
Cc1ccc(S(=O)(=O)N2CCCCC2)cc1NC(=O)CCN1C(=O)C2CC=CCC2C1=O (stereo not drawn),41%
O=C1NC(=NC2CCCC2)C2(CCCN(Cc3ccc(F)cc3)C2)N1c1cccnc1 (stereo not drawn),39%[activator][115 µM]
C#CCCOC(=O)Nc1ccccc1,40%[activator]
CCc1cccc(-n2nnc(-c3nsc(NC(=O)c4cccc(F)c4)n3)c2C)c1,10%
COc1ccc(CN2CCN(Cc3ccccc3F)CC2)c(OC)c1,?
CC1CCN(S(=O)(=O)c2ccc3nc(-c4cccnc4)cc(C(=O)NCCCOC(C)C)c3c2)CC1,-7%
COc1ccccc1NC(=O)COC(=O)CCS(=O)(=O)c1ccc(C)c(C)c1,2%
COCCCNc1oc(-c2ccc(S(=O)(=O)N3CCOCC3)cc2)nc1C#N,i
CCOC(=O)c1c(-c2ccc(C)cc2)csc1/N=C(\C)C1=C(O)c2ccccc2C1=O,14%

# High-throughput results from PubChem.
